# KCNQ1 inh – blocks the human KCNQ1 potassium channel | 310,000 tested, 1.3% active | B-score at 10 µM | CHO-K1 KCNQ1, FluxOR thallium flux fluorescence; stronger effect = higher value | P51787;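 active = compounds whose thallium flux B-score, printed positive for inhibition, exceeds three library SD while starting fluorescence stays within three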;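 also: channel opened by potassium depolarization with thallium stimulus after 20 min compound exposure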
# KCNQ1 pot – human KCNQ1 channel potentiation or activation. B-score at 10 µM. CHO-K1 KCNQ1, thallium flux FluxOR fluorescence; stronger effect = higher value. 310,000 tested, 0.35% active. P51787;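 active = fluorescence ratio B-score, a plate-corrected score, at least three library SD, with initial intensity B-score within 5 SD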
#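 assay system = KCNQ1-transfected CHO-K1 cells | medium = assay buffer with matched DMSO | probe or stimulus = depolarizing K+/Tl+ stimulus, K2SO4 and Tl2SO4 each 12.5 mM in 5x stock | dosing = single dose | incubation = dye 90 min, compound 20 min, room temperature | detection = kinetic FluxOR fluorescence, 10 s baseline plus 110 s post-stimulus | evaluation = ratio B score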
# KCNK3 block – human KCNK3 channel inhibition, primary screen | O14649 | CHO-KCNK3 thallium flux, FluxOR fluorescence; stronger effect = lower value | B-score at 10 µM | 340,000 tested, 0.84% active;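 active = B-score under library mean minus 4 SD, starting fluorescence ratio at most library mean plus 5 SD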;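 also: more negative B-score means stronger inhibition of thallium flux through KCNK3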
# Target sequence (O14649 whole entry, looked up): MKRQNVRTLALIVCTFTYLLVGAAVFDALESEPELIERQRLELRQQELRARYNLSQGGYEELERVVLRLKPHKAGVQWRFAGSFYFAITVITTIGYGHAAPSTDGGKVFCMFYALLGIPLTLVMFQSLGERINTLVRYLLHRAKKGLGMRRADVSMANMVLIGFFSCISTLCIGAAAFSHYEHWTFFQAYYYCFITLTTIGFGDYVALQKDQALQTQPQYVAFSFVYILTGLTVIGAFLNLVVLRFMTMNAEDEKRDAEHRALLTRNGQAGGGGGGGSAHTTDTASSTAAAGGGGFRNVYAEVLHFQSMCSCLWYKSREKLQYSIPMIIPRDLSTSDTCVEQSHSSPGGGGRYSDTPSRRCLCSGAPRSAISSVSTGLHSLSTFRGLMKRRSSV
# TRPC4 act – activators of mouse TRPC4 channel | Q9QUQ5 | HEK293 TRPC4beta/mu-opioid, Fluo4 calcium fluorescence; stronger effect = higher value | B-score at 10 µM | 310,000 tested, 0.49% active | AID 2237;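 active = B-score above 5 SD of library B-scores, and initial fluorescence ratio not above library mean plus 5 SD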;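 also: positive B-score marks a calcium rise read as TRPC4 activation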
#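 Incubation: 45 min room-temperature Fluo4 loading, 110 s read / System: HEK293 cells stably co-expressing mouse TRPC4beta and mu-opioid receptor / Signal: Fluo4 fluorescence, kinetic / Control set: buffer (low) and maximal DAMGO (high) / Measure: integrated baseline-normalised fluorescence ratio, converted to per-well B score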
# hERG rescue – shields human hERG channel from block by proarrhythmic agents; Q12809; CHO-hERG, FluxOR thallium flux, dofetilide IC70 present; activation (rescue from dofetilide block), less the hit threshold, % at 10 µM; 310,000 tested, 0.51% active;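 active = activation above the mean of controls blocked by dofetilide plus 5 SD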;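 also: thallium influx through hERG after potassium depolarization seen as dye fluorescence rise; in these data hits start at about 4.7%; inactives centre near -7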
# HDAC3 inh – inhibitors of human histone deacetylase 3. O15379. inhibition, % at 8.3 µM. recombinant HDAC3, fluorogenic peptide/trypsin coupled, fluorescence. 320,000 tested, 0.15% active; in the data active = inhibition above about 26%, passing the limit was not always enough; inconclusive = no clear call, values can overlap the other calls
# Target sequence (O15379 whole entry, looked up): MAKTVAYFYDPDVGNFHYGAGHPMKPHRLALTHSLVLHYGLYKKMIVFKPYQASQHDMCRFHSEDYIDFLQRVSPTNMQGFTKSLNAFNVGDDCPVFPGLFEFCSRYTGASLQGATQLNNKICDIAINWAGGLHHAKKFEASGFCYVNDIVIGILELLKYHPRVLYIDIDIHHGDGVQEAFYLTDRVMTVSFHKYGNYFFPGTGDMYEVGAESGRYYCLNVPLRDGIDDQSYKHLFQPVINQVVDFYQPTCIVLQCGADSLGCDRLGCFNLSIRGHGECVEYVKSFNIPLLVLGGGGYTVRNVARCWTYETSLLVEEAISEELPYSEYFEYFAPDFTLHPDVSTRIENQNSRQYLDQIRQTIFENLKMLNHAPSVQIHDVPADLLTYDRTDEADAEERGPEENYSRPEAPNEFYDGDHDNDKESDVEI
# KCNK9 block – inhibitors of human KCNK9 two-pore domain potassium channel; Q9NPC2; HEK293 KCNK9, FluxOR thallium flux fluorescence; stronger effect = lower value; B-score at 10 µM; 310,000 tested, 1.2% active; AID 488922;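 active = ratio B-score over 3 SD below the library mean, with starting fluorescence within 5 SD of its mean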;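 also: negative B-score means less thallium flux so channel inhibition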
# DYRK1A inh – blocks rat Dyrk1A kinase activity; AID 504441; Q63470; ADP-Glo luminescence, NFATc1 peptide; 310,000 tested, 0.43% active; inhibition, % at 12.5 µM; in the data active = inhibition above about 50%;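 also: plate controls were vehicle with enzyme for no effect and no enzyme for full effect; many of its hits are not listed in these tables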
# TMEM16A inh – mouse TMEM16A channel inhibition, primary screen; HEK293 TMEM16A/YFP iodide influx fluorescence, ionomycin; normalized B-score (activity score, 25-100; higher = stronger inhibition) at 10 µM; 310,000 tested, 1.2% active; AID 588511;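 active = ratio plate-corrected score three or more library SD toward inhibition, starting fluorescence score within five deviations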;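 also: score derived from kinetic fluorescence span divided by baseline fluorescence per well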
# TRPC4 potent – TRPC4 (mouse) allosteric potentiation. Q9QUQ5. HEK293 TRPC4beta/mu-opioid, DAMGO EC20, Fluo-4 Ca2+ flux; stronger effect = higher value. B-score at 10 µM. 310,000 tested, 0.42% active;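 active = B-score of calcium response area above 5 SD of library B-scores, with initial fluorescence ratio within 5 SD of library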;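 also: B-score of integrated fluorescence ratio over time as area under calcium response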
# ANO1 activ – activators or potentiators of mouse TMEM16A chloride channel. Q8BHY3. HEK293 TMEM16A/YFP-H148Q/I152L, iodide quench fluorescence; stronger effect = lower value. B-score at 10 µM. 340,000 tested, 0.3% active;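 active = fluorescence-ratio B-score plate-corrected deviation score at least 3 library SD below zero, with starting fluorescence score within 5 deviations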;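 also: channel opened by trigger with iodide after compound preincubation; score built on the fluorescence ratio of max minus min over baseline; more negative score means more quench and so TMEM16A activation or potentiation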
# Active calls of the source: *; i = inactive; ? = inconclusive; · = not tested or not shown. These rows are one share of the data; the hit share may differ from the screen's.
# Each structure is followed by: hERG rescue, TRPC4 potent, KCNQ1 pot, HDAC3 inh, TMEM16A inh, DYRK1A inh, TRPC4 act, KCNK3 block, ANO1 activ, KCNQ1 inh, KCNK9 block
CC(=O)c1ccc(N2CCCCCC2)c(F)c1
  -3, i, i, 0, i, 7, i, i, i, i, i
O=c1cc[nH]c2c(Cl)cccc12
  -6, i, i, 4, i, 29, i, i, i, i, i
CCCNC(=O)CN1C(=O)NC(CCc2ccccc2)C1=O (centres undefined)
  3, i, i, 1, i, 23, i, i, i, i, i
Cc1nc(NC(=O)c2ccc(OCC(C)C)cc2)sc1Cc1ccc2c(c1)OCO2
  -24, i, i, 5, i, 4, i, i, i, i, i
CCc1cc(=O)oc2cc(C)c(CN3CCCC3)c(O)c12
  -7, i, i, 0, i, 6, i, i, i, i, i
Nc1c(Cl)cc(-c2csc(NCCc3nc4cc(Cl)c(Cl)cc4n3CCCO)n2)cc1Cl
  -11, i, i, -8, i, 0, i, i, i, i, i
C=CCn1c(CCNC(=O)C(C)(C)C)nc2ccccc21
  -6, i, i, 5, i, 2, 146*, i, i, i, i
Cc1c(NC(=O)c2cc3nc(-c4ccc(Br)cc4)cc(C(F)(F)F)n3n2)c(=O)n(-c2ccccc2)n1C
  -17, i, i, 1, i, 3, i, i, i, i, i
CC(C)C(=O)Nc1ccc(C(=O)c2ccccc2)cc1
  -10, i, i, 6, i, -1, i, i, i, i, i
CCN(CC)c1ccc(/C=N/Nc2nc(C)cc(=O)[nH]2)c(O)c1
  -1, i, i, 6, i, -9, i, i, i, i, i
O=C(Nc1nc2cc(Cl)ccc2s1)C1CCCN(S(=O)(=O)c2cccc3cccnc23)C1 (centres undefined)
  -2, i, i, 5, i, -6, i, i, i, i, i
Cc1cc(NS(=O)(=O)c2ccc(NC(=O)CCCOc3ccccc3C)cc2)nc(C)n1
  -6, i, i, 6, i, 0, i, i, i, i, i
CN(C)CCN1CC(C(=O)O)CC1=O (centres undefined)
  -9, i, i, -7, i, 8, i, i, i, i, i
Cc1ccc(NCc2ccc(O)c3ncccc23)cc1
  -9, i, i, 2, i, 4, i, i, i, i, i
Cc1ccc(Cl)cc1N1CCN(S(=O)(=O)c2cc3c(cc2C)NC(=O)CO3)CC1
  -6, i, i, 9, i, 1, i, i, i, i, i
CCN1CCN(C(=O)C2=CC(c3ccc(OC)cc3)=NS(=O)(=O)N2C)CC1
  -3, i, i, 5, i, 5, i, i, i, i, i
O=[N+]([O-])c1ccc(CSc2nc3ccccc3o2)cc1
  -3, i, i, 1, i, -5, i, i, i, i, i
OC(c1nc2ccccc2[nH]1)C(O)C(O)C(O)c1nc2ccccc2[nH]1 (centres undefined)
  -1, i, i, -8, i, ·, i, ·, ·, i, i
CCN1CNC(=S)N(CCc2ccccc2)C1
  -8, i, i, 4, i, 6, i, i, i, i, i
COc1cccc(-c2ccc(SCC(=O)NCCc3ccccc3)nn2)c1
  -19, i, i, 5, i, 3, i, i, i, i, i
CC(C)(C)c1cc(CN2CCCC(O)C2)c(O)c(C(C)(C)C)c1 (centres undefined)
  -14, i, i, 36*, i, 3, i, i, i, i, i
Cc1ccc(C(=O)O/N=C(\N)Cc2ccc([N+](=O)[O-])cc2)c(Cl)c1
  -10, i, i, -1, i, 1, i, i, i, i, i
O=C(NC1CCc2ccccc21)C12CN(Cc3ccccc3)CC1C(c1cccc([N+](=O)[O-])c1)=NO2 (centres undefined)
  -8, i, i, 1, i, -1, i, i, i, i, i
Cc1ccc(N(CC(=O)NCC2CCCO2)C(=O)CCC(=O)Nc2cc(C)on2)cc1 (centres undefined)
  -5, i, i, -1, i, -1, i, i, i, i, i
C/C=C/Cn1cccc(C(=O)Nc2ccc(OC)cc2)c1=O
  -1, i, i, 4, i, -1, i, i, i, i, i
COc1ccc(C)cc1NC(=O)c1ccccc1NS(=O)(=O)c1cccc2cccnc12
  -10, i, i, 1, i, -5, i, i, i, i, i
O=C(c1ccccc1)N(Cc1cccs1)C1CCS(=O)(=O)C1 (centres undefined)
  -1, i, i, 12, i, ·, i, i, i, i, i
CC(C)COC(=O)N(C)c1ccc(C(O)(C(F)(F)F)C(F)(F)F)cc1
  -1, i, i, 4, i, 4, i, i, i, i, i
O=C(c1ccc(S(=O)(=O)Cc2ccccc2F)c([N+](=O)[O-])c1)N1CCCCCC1
  -26, i, i, 12, i, -2, i, i, i, i, i
CC1CN(C(=O)C2CC2)C(C)CN1C(=O)C1CC1 (centres undefined)
  -6, i, i, -5, i, -1, i, i, i, i, i
CC(=O)Nc1ccc2c(COC(=O)CC3Sc4ccccc4NC3=O)cc(=O)oc2c1 (centres undefined)
  -7, i, i, -14, i, -2, i, i, i, i, i
CCNC(=O)C(=O)NCC1CCCN1S(=O)(=O)c1cccs1 (centres undefined)
  -17, i, i, ?, i, 4, i, i, i, i, i
CC(=O)c1cc2c(cc1NC(=O)Nc1cccc(Cl)c1)OCCO2
  -11, i, i, -1, i, -4, i, i, i, i, i
NS(=O)(=O)c1ccc(N=Nc2ccc(O)c3ncccc23)cc1
  0, i, i, 5, i, 10, i, i, i, i, i
CC1CCN(CC(=O)Nc2ccc(C(=O)N3CCCCC3)cc2)CC1
  -7, i, i, -1, i, -8, i, i, i, i, i
O=C(NCCCn1ccnc1)/C(=C/c1ccco1)NC(=O)c1cccs1
  -9, i, i, 3, i, -4, i, i, i, i, i
Cc1cc(=O)oc2cc(NC(=O)c3ccc(OC(F)F)cc3)ccc12
  -6, i, i, 4, i, -4, i, i, i, i, i
COc1ccc(OC)c(NC(=O)CSc2ncccc2C(=O)O)c1
  -3, i, i, 3, i, 6, i, i, i, i, i
O=S(=O)(Nc1ccc(Nc2ccccc2)cc1)c1ccc(F)cc1
  -7, i, i, 10, i, 4, i, i, i, i, i
CCOC(=O)c1sc(-c2ccc(OC)cc2)cc1NC(C)=O
  -2, i, i, ·, ·, -8, i, i, i, i, i
c1ccc2sc(N3CCN(Cc4nnnn4CC4CCCO4)CC3)nc2c1 (centres undefined)
  -7, i, i, -1, i, 1, i, i, i, i, i
CCN(C(=O)c1ccco1)c1nc(-c2ccc(OC)cc2)cs1
  -1, i, i, 14, i, -2, i, i, i, i, i
CCOC(=O)CNC(=O)CN1C(=O)CC(c2ccccc2)S(=O)(=O)c2ccccc21 (centres undefined)
  -10, i, i, -10, i, -1, i, i, i, i, i
O=C(COC(=O)c1cc[n+]([O-])cc1)Nc1ccccc1Sc1ccccc1
  -3, i, i, -3, i, -4, i, i, i, i, i
Cc1noc(C)c1COC(=O)c1cccc(S(=O)(=O)N2CCCCCC2)c1
  ·, ·, ·, -7, 25*, -38, ·, i, i, ·, ·
Cc1cn([C@H]2C[C@H](N=[N+]=[N-])[C@@H](CO)O2)c(=O)[nH]c1=O
  -2, i, i, -2, i, 2, i, i, i, i, i
COc1ccc(C2=NS(=O)(=O)N(C)C(C(=O)N3CCc4ccccc4C3)=C2)cc1OC
  -8, i, i, -9, 25*, 2, i, i, i, i, i
CCOc1ccc2[nH]c(=O)c(CN(CCCN3CCOCC3)Cc3nnnn3Cc3ccc(OC)cc3)cc2c1
  -5, i, i, -1, i, ·, i, i, i, i, i
CCCSc1nc(C)c(CC(=O)O)c(=O)[nH]1
  -1, i, i, -2, i, 4, i, i, i, i, i
Cc1onc(-c2ccccc2)c1C(=O)N1CCN(S(=O)(=O)c2ccc3c(c2)OCCO3)CC1
  -5, i, i, -1, i, 7, i, i, i, i, i
CC(C)c1ccc(N2C(=NC(=O)C3CCCO3)SC3CS(=O)(=O)CC32)cc1 (centres undefined)
  -9, i, i, -1, i, -4, i, i, i, i, i
O=C(CSc1nnc(CNC(=O)c2ccco2)o1)Nc1ccc(Br)cc1
  -2, i, i, -2, i, -3, i, i, i, i, i
CC(C)Cn1ccc(=O)n(CC(C)C)c1=O
  -10, i, i, -3, i, 1, i, i, i, i, i
CCNc1nc(Oc2ccc(=O)[nH]n2)nc(SC)n1
  -6, i, i, -5, i, 2, i, i, i, i, i
CC(C(=O)Nc1ccc(Cl)cc1Cl)N1C(=O)NC2(CCCC2)C1=O (centres undefined)
  -2, i, i, 5, i, -10, i, i, i, i, i
CCOC(=O)C1(Cc2ccccc2)CCN(Cc2cnn(CC)c2)CC1
  -6, i, i, 0, i, 0, 124*, i, i, i, i
Cc1ccccc1CNC(=O)C1CCN(c2nnc(N3CCCC3=O)s2)CC1
  -9, i, i, 8, i, 0, i, i, i, i, i
C/C(=N\NC(=S)NC(C)C)c1ccc(-n2ccnc2)cc1
  -4, i, i, -7, i, 4, i, i, i, i, i
COc1ccc(CC(=O)NNC(=S)Nc2ccccc2)cc1Br
  -10, i, i, -1, i, 8, i, i, i, i, i
Cc1c(C)c2ccc(OCC(=O)Nc3cccnc3)cc2oc1=O
  -3, i, i, -2, i, 3, i, i, i, i, i

# (next part)
# Each structure is followed by: hERG rescue, TRPC4 potent, KCNQ1 pot, HDAC3 inh, TMEM16A inh, DYRK1A inh, TRPC4 act, KCNK3 block, ANO1 activ, KCNQ1 inh, KCNK9 block
CCOC(=O)/C(C#N)=C\c1cc(C)n(-c2ccccc2)c1C
  -11, i, i, 2, i, 2, i, i, i, i, i
C=CCN(C(=O)CNC(=O)c1ccco1)C(C(=O)NC1CCCCC1)c1ccc(OC)cc1 (centres undefined)
  1, i, i, -3, i, -9, i, i, i, i, i
CCOC(=O)c1sc(NC(=O)CN2C(=O)NC3(CCCCCCC3)C2=O)c(C(=O)OCC)c1C
  -15, i, i, 3, i, -7, i, i, i, i, i
Cc1ccc(C2C3=C(CCCC3=O)N=C3c4ccccc4C(=O)C32)cc1 (centres undefined)
  -7, i, i, 6, i, -7, i, i, i, i, i
COCCNc1nc(SCC(=O)N2CCN(c3ccccc3)CC2)nc2ccccc12
  -24, i, i, -8, i, 4, i, i, i, i, i
CCOC(=O)c1c(NC(=O)COc2cccc3c2CCN(C)C3=O)sc2c1CCC2
  -9, i, i, 3, i, 1, i, i, i, i, i

# 2 records drawn at random from the list so far:
# Each structure is followed by: hERG rescue, TRPC4 potent, KCNQ1 pot, HDAC3 inh, TMEM16A inh, DYRK1A inh, TRPC4 act, KCNK3 block, ANO1 activ, KCNQ1 inh, KCNK9 block
CCOC(=O)c1sc(NC(=O)CN2C(=O)NC3(CCCCCCC3)C2=O)c(C(=O)OCC)c1C
  -15, i, i, 3, i, -7, i, i, i, i, i
C=CCN(C(=O)CNC(=O)c1ccco1)C(C(=O)NC1CCCCC1)c1ccc(OC)cc1 (centres undefined)
  1, i, i, -3, i, -9, i, i, i, i, i

# Bioassay records: PubChem BioAssay, several laboratories
